RXFP1 agonist = agonists of human relaxin receptor RXFP1; Q9HBX9; HEK293T-RXFP1 cAMP TR-FRET, 30 min; response scale: percent of porcine relaxin response, buffer zero; Potency, µM (series often up to 57.5 µM), without a hit: top-dose activation, usual class: activators; actives 0.3% (n = 370,000); AID 2676; further: potency means the concentration at half of the fitted maximal effect; on the % scale 0 is the no-effect control and ±100 the full control effect; nearly all actives have a fitted effect of over 60% in size; many of its hits are not listed in these tables
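cAMP rise read by TR-FRET after 30 min, 37C compound exposure (up to 58 uM) in RXFP1-transfected HEK293 cells with Ro 20174 present. EC50 from Hill-equation fits, with 29 nM porcine relaxin as 100% and buffer as basal.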
Vif-A3G inh = inhibitors of Vif-APOBEC3G interaction; Q9HC16; HeLa A3G-eYFP + Vif (tagged APOBEC3G with the HIV-1 protein that degrades it), YFP fluorescence, overnight; Potency, µM (highest dose often 46.1 µM), for the others: at the top dose activity, negative = active, usual class: inhibitors; actives 0.076% (n = 410,000); AID 602310;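 further: potency means the concentration at half of the fitted maximal effect; on the % scale 0 is the no-effect control and ±100 the full control effect; nearly all actives have a fitted effect of over 60% in size; hits raise eYFP signal because A3G escapes Vif-driven loss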
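HeLa cells stably expressing Vif and C-terminally eYFP-tagged A3G, seeded overnight at 37 deg C, then exposed to compound by pintool overnight at 37 deg C. Rise in yellow fluorescence (Ex 488/Em 500-530, Acumen) marks blocked Vif-driven A3G degradation.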
D2 PAM = positive allosteric modulators of human D2 dopamine receptor; P14416; actives 0.34% (n = 340,000); HEK293 T-REx D2, calcium flux, EC20 dopamine potentiation; AID 485347; potentiation, % at 10 µM;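 active means potentiation over 3 SD above the plate norm, cut at about 30% in these data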; further: 0% is about no effect
Target sequence (P14416 whole entry, looked up): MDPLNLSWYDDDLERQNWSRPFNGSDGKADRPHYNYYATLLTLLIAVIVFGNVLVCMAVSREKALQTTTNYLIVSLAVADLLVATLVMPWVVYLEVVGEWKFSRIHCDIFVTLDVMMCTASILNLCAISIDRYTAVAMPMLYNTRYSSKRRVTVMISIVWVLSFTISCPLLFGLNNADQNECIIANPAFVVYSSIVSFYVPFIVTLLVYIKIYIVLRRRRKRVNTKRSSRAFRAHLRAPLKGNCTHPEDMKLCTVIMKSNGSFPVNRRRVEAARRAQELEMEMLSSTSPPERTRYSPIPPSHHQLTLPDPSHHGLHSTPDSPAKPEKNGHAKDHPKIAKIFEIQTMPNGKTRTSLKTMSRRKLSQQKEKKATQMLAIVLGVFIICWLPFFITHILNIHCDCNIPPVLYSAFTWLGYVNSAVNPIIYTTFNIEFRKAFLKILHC
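Tetracycline-induced Hek293 Trex D2 cells, force-coupled to calcium, loaded with no-wash calcium dye. Compound added with 180 s kinetic read for agonism, then EC20 dopamine and a further 180 s read for potentiation.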
Vif-A3F inh = Vif-A3F binding inhibition | Potency, µM (highest dose often 46.1 µM), without a hit: top-dose activity, negative = active | actives 0.2% (n = 390,000) | HeLa A3F-eYFP + Vif (tagged APOBEC3F with the HIV-1 protein that degrades it), YFP fluorescence increase | AID 602313; further: potency means the concentration at half of the fitted maximal effect; % of control where 0% means no effect; nearly all actives have a fitted effect of over 65% in size
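Fluorescence increase (Ex 488/Em 500-530) after overnight compound treatment at 37 deg C flags inhibition of Vif-driven A3F-eYFP loss in stable HeLa A3F-eYFP/Vif cells seeded overnight beforehand.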
GRP78 ERSR act = ER stress response induction in glioma; actives 0.02% (n = 420,000); Potency, µM, for the others: at the top dose activation, hits mostly activators; U87-MG GRP78 promoter luciferase reporter, 16 h; further: potency means the concentration at half of the fitted maximal effect; series mostly up to about 76 µM; % of control where 0% means no effect; nearly all actives have a fitted effect of over 35% in size
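ERSR induction read as luciferase luminescence (Bright-Glo, 10 min at room temperature) in stably transfected human U87-MG glioma cells exposed to compounds for 16 h, using GRP78 as sensor.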
RXFP1 antagonist = RXFP1 (human) relaxin receptor antagonism; Q9HBX9; HEK293-RXFP1, relaxin-stimulated cAMP HTRF, 30 min; stronger effect = lower value; actives 0.59% (n = 350,000); activity change, negative = inhibition, % at 57.5 µM;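 active means activity change of -60% or lower, but not beyond a set lower limit; inconclusive means change between -60% and -40%, or beyond the set limit; inactive means change above -40%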; further: on the % scale 0 is the no-effect control and ±100 the full control effect
D1 PAM = human D1 dopamine receptor positive modulation; P21728; HEK293 TREx D1 cells, calcium flux, dopamine EC20 potentiation; potentiation, % at 10 µM; actives 0.036% (n = 360,000); in the data active means potentiation above about 30%; further: 0% is about no effect
Target sequence (P21728 whole entry, looked up): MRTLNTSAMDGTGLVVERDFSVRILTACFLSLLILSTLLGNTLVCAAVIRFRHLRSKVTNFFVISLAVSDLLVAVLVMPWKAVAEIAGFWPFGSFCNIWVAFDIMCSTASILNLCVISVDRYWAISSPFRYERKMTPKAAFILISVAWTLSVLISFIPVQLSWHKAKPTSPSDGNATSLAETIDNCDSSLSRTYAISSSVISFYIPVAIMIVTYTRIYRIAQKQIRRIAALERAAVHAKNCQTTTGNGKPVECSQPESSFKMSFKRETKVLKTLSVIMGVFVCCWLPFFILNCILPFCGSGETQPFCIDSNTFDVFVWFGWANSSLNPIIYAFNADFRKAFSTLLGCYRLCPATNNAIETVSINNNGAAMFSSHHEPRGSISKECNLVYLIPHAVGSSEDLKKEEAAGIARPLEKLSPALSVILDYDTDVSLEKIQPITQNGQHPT
D1 ag = human D1 receptor agonism; P21728; actives 1% (n = 360,000); HEK293 T-REx D1 cells, calcium flux, agonist mode; activation, % at 2 µM; in the data active means activation above about 30%; further: 0% is about no effect
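Agonism was scored from calcium flux recorded over 180 s (1 read/s) after pintool compound addition, following a 10-cycle baseline. Cells were inducible force-coupled HEK293 TREx D1, plated overnight at 30 C and loaded with no-wash calcium dye.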
D1 antag = blocks dopamine activation of the human D1 receptor. P21728. HEK293 TREx D1 cells, calcium flux, dopamine EC80; stronger effect = lower value. activity change, negative = inhibition, % at 10 µM. actives 3.2% (n = 360,000). AID 504652; in the data active means activity change below about -30%; further: on the % scale 0 is the no-effect control and ±100 the full control effect
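Tetracycline-induced HEK293 T-REx cells with force-coupled D1 receptor were loaded with a no-wash calcium dye. Compound was added after a 10 s baseline and read kinetically for 180 s; EC80 dopamine was then added and calcium flux followed another 180 s.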
An asterisk follows results filed as active; ? = inconclusive; . = not tested or not shown. Unless noted, the call rests on the fitted dose curve; in most records, active means well fitted curve in the direction sought with a large enough effect; inconclusive means small, poorly fitted or top-dose-only effect, or another doubt; inactive means no such curve, though single readings can be large; an effect the other way counts as inactive or inconclusive. This is a subset; the hit share may differ from the screen's.

SMILES	RXFP1 agonist	Vif-A3G inh	D2 PAM	Vif-A3F inh	GRP78 ERSR act	RXFP1 antagonist	D1 PAM	D1 ag	D1 antag
CC(=O)Nc1ccc(S(=O)(=O)/N=C2\SCCN2S(=O)(=O)c2ccc(NC(C)=O)cc2)cc1	11%	2%	-6	-3%	-2%	6	0	3	15
Cc1cc2c(=O)n(C)c(SCC(=O)NC3CCCC3)nc2s1	3.3%	2%	1	-5%	-2%	-2	4	0	-5
COc1cc(C(=O)OCC(=O)N2CCC(C)CC2)cc2c1OCCO2	2.4%	2%	0	4%	-4%	0	0	3	3
O=C(CSc1nc(=O)n2cc(Cl)ccc2n1)Nc1ccc2c(c1)OCO2	20%	0%	-4	1%	-3%	5	-1	-1	-5
N#Cc1ccc(-c2nc3cc(C#N)c(C#N)cc3nc2-c2ccccc2)cc1C#N	?	.	.	.	.	.	-1	0	8
CCOC(=O)Cc1csc(N/N=C/c2ccc(C(F)(F)F)cc2)n1	-1.2%	-1%	3	5%	-9%	-8	-4	0	1
Cc1[nH]n(-c2cccc([N+](=O)[O-])c2)c(=O)c1-c1ccccc1	-2.8%	0%	-4	-10%	1%	-2	4	3	17
O=S(=O)(c1cc(Cl)ccc1Cl)N1CCCC1	3.7%	-2%	25	-1%	-3%	7	-9	5	4
Cc1cc(C)c(S(=O)(=O)N2CCCCC2)c(C)c1-n1ncnn1	0.0%	-6%	7	2%	1%	6	-1	0	-12
CN(CC(=O)N1CCc2[nH]c3ccc(F)cc3c2C1)CC1OCCO1	2.5%	1%	-8	.	-4%	3	-5	3	-9
CC1(C(=O)N(c2ccccc2)C(C(=O)NC2CCCC2)c2ccccn2)CC(=O)N=C2C=CC=CN21 (configuration not stated)	2.7%	5%	-6	4%	-2%	-13	-2	4	6
CN1CCN(CCCNC(=O)CCCOc2cc(=O)n(C)c3ccccc23)CC1	3.4%	1%	8	-3%	1%	-7	1	3	-5
COc1ccc(S(=O)(=O)N2CN3CCN(C3)C2)cc1	-1.7%	-1%	.	2%	-4%	2	2	5	7
Fc1ccccc1CNc1cc(Cl)cc(Cl)c1	-0.6%	-3%	.	0%	-1%	-4	-4	6	1
CCOc1ccc(C(=O)O)cn1	1.4%	1%	1	2%	3%	-9	-3	1	-6
Cc1cc(NC(=O)CSc2nccn2-c2cccc(F)c2)no1	.	0%	.	-9%	-1%	5	.	.	.
COC(=O)C1=C(C(=O)OC)[C@@H]2Nc3ccccc3[C@@]23C[C@@H](C(=O)OC)N=C3N1	8.8%	1%	7	-6%	-2%	.	0	4	-14
O=C(COC(=O)C1C2CC3OC(=O)C1C3C2)Nc1ccccc1 (configuration not stated)	-2.7%	-6%	7	22%	0%	-20	2	-5	4
COc1ccc(N2CC(NC(=O)COc3ccccc3C)CC2=O)cc1OC (configuration not stated)	-2.3%	3%	8	-15%	0%	.	-2	6	.
COc1cc(C)ccc1OCC(=O)OCC(=O)c1[nH]c(C)c(C(C)=O)c1C	.	1%	.	-11%	-5%	-32	.	.	.

Quoted at random: 2 compounds from above.
SMILES	RXFP1 agonist	Vif-A3G inh	D2 PAM	Vif-A3F inh	GRP78 ERSR act	RXFP1 antagonist	D1 PAM	D1 ag	D1 antag
N#Cc1ccc(-c2nc3cc(C#N)c(C#N)cc3nc2-c2ccccc2)cc1C#N	?	.	.	.	.	.	-1	0	8
COC(=O)C1=C(C(=O)OC)[C@@H]2Nc3ccccc3[C@@]23C[C@@H](C(=O)OC)N=C3N1	8.8%	1%	7	-6%	-2%	.	0	4	-14

Next part:
SMILES	RXFP1 agonist	Vif-A3G inh	D2 PAM	Vif-A3F inh	GRP78 ERSR act	RXFP1 antagonist	D1 PAM	D1 ag	D1 antag
COc1ccccc1-c1ccccc1C1=CC(=O)CC(C)(C)C1=O	.	-1%	.	-3%	1%	-3	.	.	.
COc1cccc2cc(-c3cc(=O)oc4cc(C)c(OCC(C)=O)cc34)oc12	0.3%	3%	8	-4%	-4%	6	-1	1	-10
Cc1cc(C)c(NC(=O)C2CCCN(S(=O)(=O)c3c(C)noc3C)C2)c(C)c1 (configuration not stated)	3.8%	-1%	30	-4%	-2%	.	0	1	-3
N#Cc1ccc(C(=O)Nc2nnc(-c3cccs3)o2)cc1	0.0%	3%	-13	4%	5%	.	-5	1	-3
COCCOC(=O)c1c(C)oc2ccc(OC(=O)COc3c(F)c(F)c(F)c(F)c3F)cc12	-1.6%	4%	3	8%	2%	1	-1	14	-18
CCOC(=O)CNC(=O)CSc1ncnc2c1cnn2-c1ccc(C)cc1	3.2%	3%	-5	-9%	-4%	2	-9	3	-8
CC(C(=O)N1CCN(C(=O)c2ccco2)CC1)n1sc2ccccc2c1=O (configuration not stated)	0.8%	-5%	3	-1%	?	-2	21	6	-7
O=C(Nc1ccc(OCc2ccccc2)cc1)Nc1cccnc1	0.0%	4%	1	15%	3%	-26	-4	2	0
O=C(Nc1cc(C(F)(F)F)cc(C(F)(F)F)c1)c1ccc(Cn2cc(C(F)(F)F)ccc2=O)cc1	0.6%	-1%	.	0%	-3%	-22	.	.	.
O=C(c1ccccc1)N1CCN(C(=O)N2CCCCC2)CC1	-0.1%	1%	-6	-3%	-4%	-5	-3	0	-22
CCNC(=O)c1ccc(C23CC4CC(CC(C4)C2)C3)o1	0.6%	-1%	.	-2%	-3%	3	6	1	-10
N=c1c(S(=O)(=O)c2ccc(Cl)cc2)cc2c(=O)n3ccccc3nc2n1CC1CCCO1 (configuration not stated)	1.6%	4%	-5	0%	-5%	-7	4	0	-23
Cc1ccc(NC(=O)COC(=O)Cc2ccsc2)cc1S(=O)(=O)N1CCOCC1	3.2%	-2%	-6	0%	-3%	-5	-5	5	-4
CCOc1ccc(CCNS(=O)(=O)c2c(C)n[nH]c2C)cc1OCC	-2.9%	2%	1	4%	-5%	-7	-3	4	14
Cc1cccc(NC(=O)Cc2ccc(-c3ccccc3)cc2)n1	-0.8%	-11%	-1	-12%	1%	-19	-5	21	12
NNC(=O)c1cc2nc(-c3cccs3)cc(C(F)(F)F)n2n1	5.0%	8%	-9	?	-3%	-2	-7	-1	5
CCCN(Cc1ccccc1)C(=S)Nc1cccc(C(F)(F)F)c1	4.0%	-3%	-2	-11%	-4%	-5	6	4	-32*
O=C(NN=C1CCCCCC1)c1ccc(Cl)s1	-0.2%	2%	3	1%	1%	8	9	1	-1
O[C@H]1C[C@H](c2ccc(Cl)cc2)N(CC2CCCCC2)C[C@@H]1n1cc(-c2ccc(F)cc2)nn1	.	0%	.	-5%	0%	9	.	.	.
CCC(=O)N1CCCc2cc(S(=O)(=O)N3CCC(C(=O)NC4CCCCC4)CC3)ccc21	2.2%	1%	4	-4%	0%	-18	4	2	4

SMILES	RXFP1 agonist	Vif-A3G inh	D2 PAM	Vif-A3F inh	GRP78 ERSR act	RXFP1 antagonist	D1 PAM	D1 ag	D1 antag
CCSCc1nnc(SCC(=O)Nc2cc(F)ccc2C)n1C	-0.2%	7%	-3	11%	-5%	2	-4	1	-22
CC/C(=N\NC(=O)c1cccnc1)c1ccc2c(c1)OCCO2	1.5%	0%	0	-5%	9%	-33	0	4	-5
CCNC(=O)c1c(NC(=O)Cc2coc3cc(C)cc(C)c23)sc2c1CCCC2	4.5%	3%	5	2%	-5%	-9	0	2	-2
Cc1ccc(C)c(S(=O)(=O)N2CCCOC2CNC(=O)C(=O)NCc2cccs2)c1 (configuration not stated)	2.6%	-10%	-1	-7%	-2%	-5	-9	0	6
O=C(COc1ccccc1)N(Cc1cccs1)C1CCS(=O)(=O)C1 (configuration not stated)	-5.2%	0%	14	1%	0%	4	6	2	-2
COc1cccc(C(=O)N2CCN(Cc3nc(-c4ccoc4)oc3C)CC2)c1	.	1%	.	-4%	1%	-1	.	.	.
O=C1NC(=O)C(=Cc2ccccc2[N+](=O)[O-])S1	.	-8%	.	-12%	-13%	-1	.	.	.
CCCCC(=O)Nc1ccc(N2CCN(C(=O)c3ccco3)CC2)cc1	0.9%	-3%	7	-26%	-2%	-20	-10	2	3
CCOC(=O)CC(NS(=O)(=O)c1ccc(NC(C)=O)cc1)c1ccc(OCC)cc1 (configuration not stated)	0.1%	-1%	-2	-3%	-3%	8	-12	2	-2
CCOC(=O)c1ccc(Oc2nc(NC)nc(OC)n2)cc1	0.2%	-2%	15	-10%	1%	6	4	4	-11
COC(=O)c1scc(-c2ccc(C)cc2)c1S(=O)(=O)Nc1cc(Cl)ccc1C	0.3%	2%	-10	3%	0%	.	-4	1	2
O=C(COc1cccc2ccccc12)NNC(=O)Nc1ccccc1	-6.0%	?	21	-20%	4%	-8	-6	18	-5
CCC1(C)OC(=O)NN(c2ccc(C)cc2)C1(C)O (configuration not stated)	-0.8%	-1%	8	2%	-5%	-9	4	0	-5
NC(=O)C1C(c2ccccc2)=C1c1ccccc1	-0.1%	0%	-3	-10%	-2%	19	2	4	2
Cc1ccc(S(=O)(=O)N2CCN(C(=S)NCC3CCCO3)CC2)cc1 (configuration not stated)	0.1%	0%	-2	-11%	1%	-6	-5	2	-9
CC(NC(=O)c1cc(-c2ccccn2)nc2ccc(Cl)cc12)C1CCCO1 (configuration not stated)	-1.3%	1%	-13	0%	-3%	-21	2	1	-25
Cc1ccc(CC2(OCCN(C)C)CCC(C(C)(C)C)CC2)cc1 (configuration not stated)	.	-5%	.	3%	-4%	?	.	.	.
